L3MBTL1 inh = blocks human L3MBTL1; AlphaScreen L3MBTL1–H3K9me1 peptide binding; Potency, µM (highest dose often 57.1 µM), inactives show at the top dose activity, negative = inhibition, actives largely listed as inhibitors; AID 485360; 230,000 tested, 0.66% active; Q9Y468; further: on the % scale 0 is the no-effect control and ±100 the full control effect; nearly all actives have a fitted effect of over 60% in size
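Read-out is AlphaScreen signal from streptavidin donor and nickel chelate acceptor beads (10 ug/mL final each) bridging L3MBTL1 (50 nM) and biotinylated K9-monomethylated H3(1-15) peptide (75 nM), after 30 min compound exposure at room temperature.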
Luc counter = blocks Kinase-Glo luciferase, a counter-screen artifact | Kinase-Glo luciferase, ATP luminescence, 8 min | 200,000 tested, 0.28% active | Q27757 | Potency, µM (top dose mostly 38.3 µM), for the others: at the highest dose activity change, negative = inhibition, usual class: inhibitors | AID 1379; further: on the % scale 0 is the no-effect control and ±100 the full control effect; nearly all actives have a fitted effect of over 60% in size
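Inhibition of Kinase-Glo luciferase light generation was assessed at 10 uM ATP in pH 7.2 imidazole buffer, with luminescence measured after eight minutes at ambient temperature.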
Tau fibril ThT = inhibitors of human tau fibril formation, thioflavin T binding; 270,000 tested, 2.1% active; Potency, µM (doses to about 57.4 µM), for the others: at the highest dose activity, negative = inhibition, actives largely listed as inhibitors; P10636; recombinant tau K18 P301L, heparin-induced fibrillization, ThT fluorescence; AID 1460; further: on the % scale 0 is the no-effect control and ±100 the full control effect; nearly all actives have a fitted effect of over 55% in size
Target sequence (P10636 561-689 P618L limits assumed): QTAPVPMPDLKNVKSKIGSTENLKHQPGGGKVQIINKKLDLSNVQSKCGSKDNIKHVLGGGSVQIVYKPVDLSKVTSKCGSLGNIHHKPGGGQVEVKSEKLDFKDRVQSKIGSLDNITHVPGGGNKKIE
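ThT emission at 510 nm, taken 1 hr after adding 30 uM dye, quantifies aggregates formed when 20 uM heparin acts on human tau K18 P301L for 6 hr at 37 C.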
SMN2 splice enh = SMN2 splice variant enhancement; Potency, µM (series often up to 46.1 µM), without a hit: at the highest dose activity change, positive = activation, usual class: activators; 210,000 tested, 2.8% active; HEK293 SMN2-luciferase splicing reporter, luminescence, 30-36 h; further: % of control where 0% means no effect; nearly all actives have a fitted effect of over 55% in size
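HEK293 cells carry an SMN2 minigene-luciferase reporter in which exon 7 inclusion puts luciferase in frame. Cells were seeded at 2000 cells/well, attached for 10-12 hours, then exposed to compounds for 30-36 hours at 37C before ONE-Glo luminescence.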
KDM4E inh = inhibitors of human JMJD2E histone demethylase; B2RXH2; JMJD2E catalytic domain, FDH-coupled NADH fluorescence (FDH is formaldehyde dehydrogenase); Potency, µM (series often up to 57.1 µM), without a hit: top-dose activity change, negative = inhibition, most hits filed as inhibitors; AID 2147; 230,000 tested, 1.6% active; active means well fitted inhibition curve with a large enough effect, not every such curve was filed as active; inconclusive means small, poorly fitted or top-dose-only effect, or another doubt; inactive means no such curve, though single readings can be large or run the other way;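 further: 0% = wells with enzyme and -100% = buffer wells without enzyme; nearly all actives have a fitted effect of over 50% in size; many of its hits are not listed in these tables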
Target sequence (B2RXH2 1-337 limits assumed): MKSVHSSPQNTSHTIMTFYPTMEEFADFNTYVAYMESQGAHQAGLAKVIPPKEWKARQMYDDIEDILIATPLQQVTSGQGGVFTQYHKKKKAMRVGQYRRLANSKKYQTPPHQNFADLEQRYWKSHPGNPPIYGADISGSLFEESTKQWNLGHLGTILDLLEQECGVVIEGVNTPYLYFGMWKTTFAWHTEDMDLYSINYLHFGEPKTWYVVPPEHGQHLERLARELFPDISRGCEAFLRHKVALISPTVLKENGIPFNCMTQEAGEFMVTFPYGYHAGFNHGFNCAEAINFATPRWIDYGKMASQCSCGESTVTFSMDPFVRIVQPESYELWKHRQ
LMNA splice mod = LMNA splicing modulation; Potency, µM (series often up to 46.1 µM), without a hit: at the top dose ratio change, negative = inhibition, hits mostly inhibitors; 200,000 tested, 0.01% active; HeLa LMNA splicing GFP/RFP minigene ratio, 48 h; active means well fitted inhibition curve with a large enough effect in the signal ratio, with a control signal flat, not every such curve was filed as active; inconclusive means small, poorly fitted or top-dose-only effect, or effect the other way, or a change in a side signal; the % refers to the signal ratio; further: on the % scale 0 is the no-effect control and ±100 the full control effect
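S3 HeLa stable clones carrying a lamin A-EGFP splicing minigene plus DsRed2 were seeded at 600 cells/well in Opti-MEM with 2% FBS, pin-dosed and incubated 48 h at 37°C. Acumen cytometry (488 nm) gave the GFP/RFP total-intensity ratio.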
ALDH1A1 inh = inhibitors of human aldehyde dehydrogenase 1A1. P00352. Potency, µM (series often up to 75.3 µM), for the others: top-dose activity, negative = inhibition, actives largely listed as inhibitors. AID 1030. 220,000 tested, 7.3% active. Purified ALDH1A1, NADH fluorescence, propionaldehyde substrate; active means well fitted inhibition curve with a large enough effect, not every such curve was filed as active; inconclusive means small, poorly fitted or top-dose-only effect, or another doubt; inactive means no such curve, though single readings can be large or run the other way;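 further: plate controls were no enzyme wells and a reference inhibitor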
Target sequence (P00352 whole entry, looked up): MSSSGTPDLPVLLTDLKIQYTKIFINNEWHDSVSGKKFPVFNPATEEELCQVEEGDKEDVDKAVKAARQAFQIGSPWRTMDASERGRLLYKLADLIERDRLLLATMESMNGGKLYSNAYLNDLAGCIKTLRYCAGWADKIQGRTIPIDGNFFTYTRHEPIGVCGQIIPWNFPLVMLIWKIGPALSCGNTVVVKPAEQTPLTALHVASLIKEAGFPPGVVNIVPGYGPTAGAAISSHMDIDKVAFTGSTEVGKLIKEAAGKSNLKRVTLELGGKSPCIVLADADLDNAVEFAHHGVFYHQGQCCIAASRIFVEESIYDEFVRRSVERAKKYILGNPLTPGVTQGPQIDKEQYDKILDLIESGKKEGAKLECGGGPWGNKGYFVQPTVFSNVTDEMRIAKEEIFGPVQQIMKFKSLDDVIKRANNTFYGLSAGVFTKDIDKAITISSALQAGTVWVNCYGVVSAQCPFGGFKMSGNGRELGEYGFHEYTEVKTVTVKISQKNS
RECQ1 inh = inhibitors of human RECQ1 DNA helicase. P46063. RECQ1 DNA unwinding, red fluorescence kinetic read. Potency, µM (top dose mostly 57.3 µM), for inactives: top-dose activity, negative = inhibition, most hits filed as inhibitors. 240,000 tested, 0.54% active. AID 2549;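 further: plate controls were vehicle for no effect and no enzyme for full effect; nearly all actives have a fitted effect of over 30% in size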
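RECQ1T1 50 nM; forked duplex (20 bp + 30-nt ss tails) 200 nM, ATP 2 mM final; pH 8.0, 2 mM MgCl2, 2.5 ug/ml poly(dI-dC); 15 min compound preincubation; discontinuous kinetic read over 2 h at RT.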
Active calls of the source: *; i = inactive; u = inconclusive; x = no result given; & = joins results of further samples; [ ] = another dose, or the depositor's remark. Unless noted, the call rests on the fitted dose curve; in most records, active means well fitted curve in the direction sought with a large enough effect; inconclusive means small, poorly fitted or top-dose-only effect, or another doubt; inactive means no such curve, though single readings can be large; an effect the other way counts as inactive or inconclusive. Potency means the concentration at half of the fitted maximal effect.

Structure | L3MBTL1 inh | Luc counter | Tau fibril ThT | SMN2 splice enh | KDM4E inh | LMNA splice mod | ALDH1A1 inh | RECQ1 inh
CC1CCCN(C(=O)C2CCN(CC(C)c3ccccc3)CC2)C1 (stereo not given) | 3% | 1% | -2% | 12% | u | 1% | u | -4%
CCCn1c(SCC(=O)c2ccc3c(c2)OCCO3)nnc1-c1ccco1 | -1% | 2% | -8% | -10% | -6% | 16% | -6% | i
O=C(CCC(=O)c1cccs1)NCc1ccccc1 | 37%[activator] | -3% | 0% | -5% | 2% | -6% | 2% | -8%
CCOc1ccc(N(CC(=O)N2CCC(Cc3ccccc3)CC2)S(C)(=O)=O)cc1 | 40%[activator] | -1% | 11% | x | 10% | x | u | -10%
COc1ccc(NC(=S)Nc2ccc3nc(C)c(C)nc3c2)cc1 | 2% | 2% | u | -30%[inhibitor] | 1% | 1% | -3% | i
O=C(N/N=C/c1ccc(Cl)cc1)c1cc2c(s1)-c1ccccc1CC2 | -1% | 4% | u | 19% | u | u | u | 3%
Cc1cc2nccc(-c3cccnc3)n2n1 | 30% | -2% | -5% | -19% | -4% | 14%[9.22 µM] | -1% | -2%
CCOc1ccc2nc3c(cc2c1)CN(CCCO)C(=NCCOC)S3 | 7% | -2% | u | u | u | 3% | 3% | 4%
CCOc1cc(C2NC(=O)NC(c3ccccc3)=C2C(C)=O)ccc1OC(C)=O (stereo not given) | u | -1% | 2% | -16% | 6% | x | -4% | 11%
Cc1ccc(NC(=O)Nc2ccccc2)cc1[N+](=O)[O-] | -16% | -4% | u | 13µM* | -4% | u | -15% | 3%
Cc1ccc2nc(NC(=O)Cn3nc(C)c([N+](=O)[O-])c3C)sc2c1 | -3% | 1% | -16% | 4% | -5% | u | 9% | 0%
CCS(=O)(=O)N1CCCC(C(=O)NCc2cccc(OC)c2)C1 (stereo not given) | 2% | 1% | 3% | -10% | 5% | 17% | 1% | -2%
COC(=O)[C@@]1(Cc2ccc(F)cc2)[C@H]2c3cc(C(=O)N(C)C)n(CCN4CCOCC4)c3C[C@H]2CN1C(=O)c1ccccc1 | x | -10% | 1% | -11% | -26% | x | 2% | -9%
CC[C@@H]1C(c2cccc(Cl)c2)=NN(c2ccc(Br)cc2)[C@H]1C(=O)N1CCOC1=O | 83%[activator] | 2%[39.9 µM] | u | x | x | x | u | -5%
Cc1ccc(CNc2oc(-c3ccco3)nc2C#N)cc1 | -5% | 1% | -11% | -1% | u | -7% | u | -4%
CC1CCC(=C(C#N)c2nc(-c3cc4ccccc4oc3=O)cs2)CC1 (stereo not given) | 7% | -3% | u | u | u | 0% | -3% | -2%
C/C(=N\OCC(=O)Nc1nc2ccccc2s1)c1ccccc1 | 6% | 1% | -16% | 12% | 3% | u | 8% | -15%
COc1ccc(C2c3c(ncn(CCN4CCOCC4)c3=N)Oc3ccc4ccccc4c32)cc1OC (stereo not given) | -9% | -1% | -13% | -1% | -2% | -7% | 5% | 9%
CCn1cc(/C=N\NC(=O)c2ccc(Cl)cc2)cn1 | 1% | -4% | 4% | -1% | 11% | 7% | 3% | -1%
CCN1CCN(C(c2cccs2)C(C)NC(=O)c2ccco2)CC1 (stereo not given) | -6% | -3% | -5% | 25% | 2% | 10% | u | -1%
C[C@H](Cc1ccc(O)c(O)c1)[C@@H](C)Cc1ccc(O)c(O)c1 | x | -15% | 1% | 9% | 14µM* | u | 0.16µM* | 2.5µM*
CNc1nc(C23CC4CC(CC(C4)C2)C3)cs1 | x | 0% | -19% | -27% | -4% | -5%[46 µM] | u | -5%
O=C(CNC(=O)c1ccco1)NCC(=O)OCc1cccc(C(=O)Oc2ccccc2)c1 | 10% | 1% | -9% | 1% | 3% | -6% | -4% | -1%
CCc1ccc(NC(=O)Cn2nnc(C(=O)NCc3cccs3)c2N)cc1 | x | -1% | -4% | -44%[inhibitor] | -3% | 11%[46 µM] | -13% | -2%
O=C(c1cccnc1)N1CCN(C(=O)c2cccs2)CC1 | x | -2% | 1% | 34% | 3% | 2% | 4% | -2%
CC(C)Oc1ccc(N2CC(C(=O)Nc3ccccc3F)CC2=O)cc1 (stereo not given) | x | 4% | -17% | 10% | 9% | -3% | -4% | 0%
O=C(NNC1OC(CO)C(O)C(O)C1O)c1cccnc1 (stereo not given) | 3% | -1% | -8% | x | 19% | x | 3% | i
O=S(=O)(c1ccc(Cl)cc1)c1snnc1-c1ccccc1 | x | 0% | u | -18% | 8% | u | -15% | -17%
Cc1ccc(-c2nc(CS(=O)CC(=O)NCc3ccc(Cl)cc3)c(C)o2)cc1 (stereo not given) | x | 7% | u | 2% | -21% | 0% | 4% | -1%
Cc1nc(CNC(=O)c2cc(COc3c(F)cccc3F)on2)cs1 | -1% | x | -2% | x | 1% | x | x | 18%

Single records (already shown). Values in the order: L3MBTL1 inh, Luc counter, Tau fibril ThT, SMN2 splice enh, KDM4E inh, LMNA splice mod, ALDH1A1 inh, RECQ1 inh
CC(C)Oc1ccc(N2CC(C(=O)Nc3ccccc3F)CC2=O)cc1 (stereo not given) is listed with x, 4%, -17%, 10%, 9%, -3%, -4%, 0%
O=C(CCC(=O)c1cccs1)NCc1ccccc1 is listed with 37%[activator], -3%, 0%, -5%, 2%, -6%, 2%, -8%

New compounds follow.
Structure | L3MBTL1 inh | Luc counter | Tau fibril ThT | SMN2 splice enh | KDM4E inh | LMNA splice mod | ALDH1A1 inh | RECQ1 inh
CNC(=O)COC(=O)c1cc(=O)[nH]c2ccccc12 | -16% | -1% | -6% | -1% | u | 1% | u | -6%
CSc1ncc(Cl)c(C(=O)C(C#N)c2nc3c(C)cc(C)cc3c(=O)[nH]2)n1 (stereo not given) | -10% | 4% | u | -11% | u | u | -10% | 14%
COc1ccc(C)cc1NC(=O)C(Sc1nnc(Nc2cc(C)ccc2OC)s1)c1ccccc1 (stereo not given) | -13% | -1% | u | -6% | -2% | 1% | u | -13%
CCOc1ccc(CCNC(=O)COC(=O)c2ccccc2O)cc1OCC | 1% | 2% | -10% | -2% | -1% | u | -7% | -6%
Cc1cccc2cc(CN(CC3CCCO3)C(=O)c3ccco3)c3nnnn3c12 (stereo not given) | 15% | -1% | 1% | -4% | 1% | u | -3% | i
CN(C)CCCN(C(=O)COc1ccccc1)c1nc2c(F)cccc2s1 | -8% | -1% | 1% | 3% | -4% | 8%[46 µM] | 0% | i
COc1ccc(-n2c(=S)[nH]c3cc(C(=O)NCc4ccco4)ccc3c2=O)cc1OC | 3%&1% | 8%&-1% | u | -25%&-18% | -1%&-4% | 11% | 0.11µM* | -8%
Cc1ccc(S(=O)(=O)NCC(c2ccccc2)N2CCCCC2)cc1 (stereo not given) | 7% | x | -2% | x | 3% | x | -11% | 7%
O=C(O)c1ccc(Nc2nc(-c3ccccc3)c3ccccc3n2)cc1 | 10% | -4% | -12% | 16% | -7% | x | 8% | 14%
CCCCCCCn1c(NC(=O)CC)nc2ccccc21 | 4% | x | -5% | x | -3% | x | x | -7%
COc1ccc(CC(=O)NCC(=O)N/N=C(/C)c2ccco2)cc1 | x | -1% | -1% | -14% | 9% | x | -1% | -5%
Cn1c(SCC(=O)c2cc3ccccc3o2)nnc1-c1ccccc1 | -1% | -2% | u | 1% | -3% | -8% | 28µM* | -14%
COc1cccc(OCc2nc3ncc(Br)cc3[nH]2)c1 | x | 1% | -16% | u | 5% | u | 13% | -6%
Cc1ccc(NC(=O)C2CCCN2S(=O)(=O)c2ccc3c(c2)n(C)c(=O)c(=O)n3C)cc1C (stereo not given) | 4% | -3% | -5%&-8% | 4%&-4% | -19% | 2% | -5% | -6%
Cc1cnc(C(=O)OCC(=O)N(C(C)C)C(C)C)cn1 | -2% | -1% | 4% | -12% | 2% | 25% | 4% | -7%
CCNc1nc(NCC)nc(SCCOC(=O)Nc2ccccc2)n1 | 4% | 2% | -2% | -33%[inhibitor] | 6% | -14% | -6% | 3%
CCc1ccn2cc(-c3cc(-c4ccccc4)no3)nc2c1 | 4% | x | -1% | x | u | x | x | -3%
Cc1cc(Cl)ccc1N(CC(=O)NCCSCc1ccco1)S(C)(=O)=O | -12% | 0% | u | x | -25% | u | 13µM* | i
O=C(O)CN1CCNCC1 | 0% | -2% | 2% | -1% | -2% | 7% | 8% | -1%
CCOC(=O)c1ccccc1NC(=O)c1cc2sccc2n1C | 1% | -2% | -23% | -16% | u | -8% | u | -3%
Cc1ccc(-c2nn(-c3cccc(F)c3)cc2CNCc2cccnc2)o1 | -19% | 3% | -18% | x | u | x | u | -3%
CC(C)CC1C(C#N)=C(N)Oc2n[nH]c(-c3ccccc3)c21 (stereo not given) | -11% | -1% | -13% | -7% | u | -11% | u | 2%
CCN(CC)c1ccc(CN2CCC(C(=O)NCc3ccc(C)cc3)CC2)cc1 | -18% | -2% | 8% | x | -2% | x | 14µM* | -6%
Cc1cccc(C(=O)NC2CCN(C(=O)N3CCOCC3)CC2)c1 | 3% | -2% | 3% | 2% | 15% | 2% | 3% | 0%
O=C1C2CCCN2C(c2ccccc2F)N1c1ccc(F)cc1 (stereo not given) | 0% | 2% | -1% | u | 0% | -6% | u | -21%
O=C(c1cccc2ccccc12)C1CCCN(C(=O)CCc2cnccn2)C1 (stereo not given) | 0% | 1% | -2% | -18% | -8% | 18%[46 µM] | 0% | -10%
CC(Cc1ccccc1)C(=O)Nc1ccccc1 (stereo not given) | 4% | 1%&-7% | -7%&-11% | -15%&3% | -2%&-8% | 10% | -2%&-2% | -3%&12%
CCn1c(SCC(=O)N(C(C)C)C(C)C)nnc1-c1cc2ccccc2cc1O | x | 0% | -14% | x | -22% | u | u | -16%

Screens (PubChem)

This is a subset; the hit share may differ from the screen's.
